# SKN-1 inh – C. elegans SKN-1 inhibition; C. elegans VP596 Pgst-4::GFP/RFP ratio, acrylamide-induced, 24 h; inhibition, % at 21.8 µM; actives 0.49% (n = 360,000);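 active = interference check ratio from 0.5 to 1.5 plus GFP to RFP signal ratio inhibition reaching or exceeding a fixed threshold, cut at about 30% in these data, passing the limit was not always enough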; note: some compounds called inactive have numbers as strong as hits
# Neddyl block – cullin neddylation inhibition. P61081+Q13564. calls only at 25 µM. actives 0.58% (n = 360,000). TR-FRET cullin neddylation, biochemical; in the data active = inhibition above about 36%
# Rin1 Abl inh – inhibitors of human Rin1-Abl protein interaction | P00519+Q13671 | TR-FRET Rin1/Abl binding, biochemical | inhibition, % at 7.35 µM | actives 0.4% (n = 360,000) | AID 588664; in the data active = inhibition above about 5%, passing the limit was not always enough
# CSN deneddyl inh – CSN deneddylation inhibition. actives 0.38% (n = 360,000). Q92905. inhibition, % at 12.5 µM. AID 651999. Purified CSN, SCF-Nedd8-OG deneddylation, fluorescence polarization;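 active = pattern-corrected inhibition above about 35%, with an unprinted fluorescence ratio check between 0.5 and 1.5, limit read from the data, passing the limit was not always enough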;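 note: 0% = enzyme with substrate and 100% = substrate without enzyme; some results filed as inactive read as strong as hits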
#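 Test system: purified human Csn5 enzyme expressed in HEK293T cells. Amount: 0.24 nM enzyme. Reagent: SCFSkp2-Nedd8OG substrate at 10 nM final. Schedule: 90 min incubation of compound, enzyme and substrate at room temperature. Detection: fluorescence polarization. Read-out: % inhibition of substrate cleavage by Csn5.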
# Rpn11 block – Rpn11 (human) deubiquitinase inhibition; O00487; human 26S proteasome, Ub4-pepOG fluorescence polarization; 20S core pre-blocked with epoxomicin; calls only at 20 µM; actives 0.59% (n = 360,000); AID 588493;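 active = inhibition at 20 µM, scaled to each plate's controls, above about 33%, limit read from the data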
# NadD block – blocks S. aureus nicotinate mononucleotide adenylyltransferase | purified NadD enzyme, colorimetric absorbance read-out | inhibition, % at 20 µM | actives 0.78% (n = 360,000); in the data active = inhibition above about 26%; note: some compounds past the cut are filed as inactive
# MT1-MMP act inh – inhibitors of human MT1-MMP activation. P50281. HT1080 RFP-PRO-GFP cells, GFP/RFP ratio fluorescence, overnight; percent of plate control window, DMSO zero. GFP/RFP ratio change, % at 20 µM. actives 0.061% (n = 360,000). AID 651647;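 active = GFP/RFP ratio change of at least 30% with cell ATP level not reduced by more than half and red fluorescence within 50% of control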; note: strong numbers were not always called active
#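 Assay system – RFP-PRO-GFP reporter HT1080 cells · Compound dosing – single dose of 20 µM compound, 1% DMSO final · Incubation – overnight compound exposure at 37 °C · Measure – GFP/RFP fluorescence ratio · Benchmarks – DMSO wells and RFP-L50D-GFP cells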
# MLLE-PAM2 inh – blocks PAM2 peptide binding to the PABP1 MLLE domain; GST-MLLE / FITC-PAM2 fluorescence polarization; inhibition, % at 20 µM; actives 0.36% (n = 360,000); AID 588489; in the data active = inhibition above about 35%, passing the limit was not always enough;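 note: plate controls were DMSO wells with GST-MLLE for no effect and wells lacking GST-MLLE protein for full effect; some results filed as inactive read as strong as hits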
# FAS-TE inh – FAS thioesterase (human) inhibition. inhibition, % at 15 µM. actives 0.67% (n = 360,000). recombinant FAS-TE, OMFH fluorogenic substrate, fluorescence endpoint. P49327;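 active = compounds whose normalised, plate-corrected inhibition of enzyme fluorescence in the single-dose primary screen is 50% or more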;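 note: 0% = DMSO with enzyme and 100% = substrate without enzyme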
# * = called active by the depositor; i = inactive; nt = not tested or not shown. Not a hit list; about 3.9% have a hit in one of these screens.
SMILES,SKN-1 inh,Neddyl block,Rin1 Abl inh,CSN deneddyl inh,Rpn11 block,NadD block,MT1-MMP act inh,MLLE-PAM2 inh,FAS-TE inh
COc1ccc(-n2nc(C(=O)NCC(=O)N3CCC(C(N)=O)CC3)c3ccccc3c2=O)cc1,-8,i,-2,-1,i,-2,-2,-2,-4
Cc1cc(-n2c(C)cc(C(=O)CSc3nncn3C(C)C)c2C)no1,-5,i,0,2,i,-7,0,-12,-3
COc1ccc(S(=O)(=O)N2CCCC(C(=O)N3CCN(Cc4ccccc4)CC3)C2)cc1Cl (stereo not drawn),-3,i,2,-2,i,1,1,1,10
Cc1cccc(N(C)S(=O)(=O)c2cc3c(cc2C)n(C)c(=O)c(=O)n3C)c1,7,i,-1,-4,i,6,1,-1,7
O=C(CNC(=O)C(c1ccccc1)c1ccccc1)N/N=C/c1cccnc1,12,i,1,5,i,0,0,9,0
CCOc1ccccc1C1C(C(N)=O)=C(C)Nc2nc(-c3ccccc3Cl)nn21 (stereo not drawn),-3,i,2,1,i,-4,4,-2,0
CC1CCN(c2nc3ccccn3c(=O)c2C=O)CC1,-4,i,4,5,i,-6,0,2,3
Cc1cc(C)c(NS(=O)(=O)c2ccc3c(c2)NC(=O)CC(=O)N3)c(C)c1,4,i,-1,-11,i,-4,-5,-4,-22
Cc1nc(NS(=O)(=O)c2ccc(Br)cc2)c2c3c(sc2n1)CCC3,12,i,1,-4,i,-1,7,-5,6
CC(C)NC(=O)Nc1ccc2c(c1)C(=O)N([C@@H](C)CO)C[C@@H](C)[C@H](CN(C)Cc1ccccc1)OCCCC[C@H](C)O2,-7,i,4,-6,i,-7,-3,-11,-3
Cc1nn(CCc2nn[nH]n2)c2nc(-c3ccc(Br)cc3)cc(C(F)(F)F)c12,7,i,-17,-6,i,28*,-1,-1,8
O=C(CCc1nc(-c2ccccc2)no1)NCc1ccccc1CN1CCOCC1,-11,i,3,-7,i,-4,-2,15,1
Cc1ccc(NC(=O)CNc2ccc(OC(C)C)cc2)c(C)c1,16,i,1,5,i,3,1,-1,-5
COc1ccc(C(=O)Nc2cccnc2)cc1C(=O)Nc1cccnc1,-8,i,0,4,i,2,0,0,3
COc1cccc(C(=O)N(Cc2nc(-c3ccc(C)cc3)no2)C(C)C)c1,-7,i,0,9,i,-7,2,11,13
CCN(CC1COc2ccccc2O1)C(=S)Nc1ccc(F)cc1 (stereo not drawn),3,i,2,-4,i,-1,-2,-94,22
CN(C)CCN(C(=O)c1ccc(C(=O)c2ccccc2)cc1)c1nc2cc3c(cc2s1)OCO3,18,i,-2,2,i,-2,-1,12,29
COc1ccc(OC(=O)c2cccc(S(=O)(=O)N3CCCC3)c2)cc1,6,i,0,-3,i,-12,-2,15,17
NC(=O)c1ccc(-c2nnn(CC(=O)N(C3CCCC3)C3CCS(=O)(=O)C3)n2)cc1 (stereo not drawn),-7,i,5,-1,i,5,-5,-11,-7
COc1cc(OC)c(C(=O)NNC(=O)CN(C)S(=O)(=O)c2ccc(Cl)cc2)cc1OC,7,i,-1,-3,i,1,3,0,-6

# Structures from the list above that contain bromine, in the order listed:
SMILES,SKN-1 inh,Neddyl block,Rin1 Abl inh,CSN deneddyl inh,Rpn11 block,NadD block,MT1-MMP act inh,MLLE-PAM2 inh,FAS-TE inh
Cc1nc(NS(=O)(=O)c2ccc(Br)cc2)c2c3c(sc2n1)CCC3,12,i,1,-4,i,-1,7,-5,6
Cc1nn(CCc2nn[nH]n2)c2nc(-c3ccc(Br)cc3)cc(C(F)(F)F)c12,7,i,-17,-6,i,28*,-1,-1,8

# Next records follow:
SMILES,SKN-1 inh,Neddyl block,Rin1 Abl inh,CSN deneddyl inh,Rpn11 block,NadD block,MT1-MMP act inh,MLLE-PAM2 inh,FAS-TE inh
NC(=O)CSc1nc2ccccc2n1Cc1ccccc1F,-12,i,2,3,i,-2,0,-7,-7
CCC(=O)N1CC2(CC(c3cccc(NC(=O)CC(c4ccccc4)c4ccccc4)c3)=NO2)C[C@H]1C(N)=O (stereo partly drawn),1,i,4,-3,i,-7,1,4,1
Cc1ccccc1NC(=O)c1ccc(CN2CC(=O)N3CCCCC3C2=O)cc1 (stereo not drawn),4,i,3,-3,i,-4,-4,2,-2
CCN(CC)c1ccc(NS(=O)(=O)c2cn(C)c(=O)n(C)c2=O)c(C)c1,7,i,-1,-3,i,-9,1,17,-5
CCOc1ccc(CCNC(=O)c2cccs2)cc1OCC,4,i,1,4,i,0,6,-7,-7
COc1ccc(NC(=O)c2ccccc2NC(=O)c2ccco2)cc1,-8,i,3,0,i,-3,-3,-14,-2
CCO/C(C)=N/n1c2nc3ccccc3nc2c2c(=O)n(CC(C)C)c(C)nc21,6,i,-2,-3,i,-5,3,-2,-10
C=CCn1c(SCC(=O)c2ccc(O)c(O)c2)nnc1-c1ccccc1OC,-24,i,3,-6,i,0,9,-8,-17
O=C(Nc1cc(C(F)(F)F)ccc1-n1cncn1)c1ccc(Br)cc1,8,i,-4,7,i,-7,-1,-3,14
CCOC(=O)CC1(CCc2ccccc2)Oc2ccccc2N1S(=O)(=O)c1ccc(C)cc1 (stereo not drawn),-2,i,nt,-2,nt,nt,4,nt,nt
Cc1cc(C(=O)COC(=O)[C@H](C)NC(=O)c2ccco2)c(C)n1Cc1ccco1,14,i,1,4,i,2,nt,-5,0
CC(C)c1ccc2c(c1)[C@H]1OCC[C@H]1[C@@H](c1cccs1)N2,18,i,-2,-5,i,-3,-9,6,6
O=C(COc1c(F)c(F)cc(F)c1F)NC(=O)NC1CCCC1,-2,i,2,5,i,-3,0,-11,-3
OC(CNCC1COc2ccccc2O1)COc1ccc(Cl)cc1 (stereo not drawn),-15,i,-4,1,i,-5,-3,10,3
C=CCSc1nnc(NC(=O)c2ccc(N3CCCC3=O)cc2)s1,6,i,1,-2,i,-3,-1,1,-4
CCSc1nnc(NC(=O)CCc2ccccc2)s1,-1,i,5,3,i,4,4,-13,-5
CCOC(=O)/C=C(\C)N1N=C(c2ccccc2)CC1c1ccccc1 (stereo not drawn),5,i,3,6,i,-8,-2,-20,2
COc1ccc(O)c(/C=N/NC(=S)Nc2cccc(S(=O)(=O)N(C)C)c2)c1,1,nt,0,-3,i,-1,1,32,7
O=C(OCC1OC2OC3(CCCCC3)OC2C2OC3(CCCCC3)OC12)c1ccccc1 (stereo not drawn),6,i,-2,-1,i,-8,-8,8,26
C/C(=N\NC(=O)CCc1ccccc1)C1C(=O)c2ccccc2C1=O,-14,i,0,10,i,-2,3,11,8

# Taken from above.
# CCO/C(C)=N/n1c2nc3ccccc3nc2c2c(=O)n(CC(C)C)c(C)nc21 | SKN-1 inh: 6
# O=C(OCC1OC2OC3(CCCCC3)OC2C2OC3(CCCCC3)OC12)c1ccccc1 (stereo not drawn) | Rin1 Abl inh: -2

# (next part)
SMILES,SKN-1 inh,Neddyl block,Rin1 Abl inh,CSN deneddyl inh,Rpn11 block,NadD block,MT1-MMP act inh,MLLE-PAM2 inh,FAS-TE inh
Cc1ccc(-n2c(Cc3cccn3C)nnc2SCC(=O)Nc2cc(C)on2)cc1,7,i,-2,-1,i,1,-2,8,-2
O=c1cnn(Cc2ccc(F)cc2)c2ccccc12,-2,i,-2,16,i,0,-3,8,0
COc1ccc(/C=N/n2cnn(Cc3ccccc3Cl)c2=S)cc1OC,-2,i,9,1,i,-11,4,2,10
O=C1OCC2=C1C(c1ccc(F)cc1)CC(=O)N2c1ccc(F)cc1 (stereo not drawn),-2,i,1,-3,i,0,2,-3,-1
CCC(C(=O)OCC(=O)Nc1cc(OC)ccc1OC)c1ccccc1 (stereo not drawn),0,i,2,-3,i,-1,-3,-13,-4
CCc1ccccc1NC(=O)NNS(=O)(=O)c1cc(C)ccc1C,1,i,-2,4,i,-2,2,-2,-1
O=C(Nc1ccc(N2CCCC2)cc1)c1ccccc1[N+](=O)[O-],10,i,1,12,i,27*,-3,-6,-5
O=C(CSc1nnc(CNC(=O)c2c(F)cccc2Cl)o1)NCc1ccc(F)cc1,28,i,-1,7,i,1,3,-13,-7
COc1ccc(-c2cc(C(F)F)n3ncc(C(=O)N4CCN5CCCC5C4)c3n2)cc1 (stereo not drawn),8,nt,-4,-3,i,1,5,-12,-7
C=CCSc1nccc(-c2cc(Cl)sc2Cl)n1,11,i,-3,-6,i,-2,2,7,14
CCOC(=O)c1ccc(NC(=O)N2CCN(c3ccccn3)CC2)cc1,-16,i,8,7,i,-7,-1,8,-2
COc1cc(N=Nc2c(O)c3ccccc3[nH]c2=O)c(OC)cc1N=Nc1ccccc1,5,i,-1,2,i,-1,1,-5,-10
CCN(CC(=O)Nc1ccc(OC)cc1)CC(=O)Nc1ccc2c(c1)OCO2,-13,i,1,-2,i,-4,-4,5,-4
CCc1nc(SCc2ccc(OC)cc2)n[nH]1,-1,i,-1,-2,i,-3,1,-12,-3
Cc1cc2nc(CCN(Cc3cccnc3)C(=S)Nc3ccccc3)[nH]c2cc1C,13,i,0,0,i,3,5,-23,1
N#C/C(=C\c1ccncc1)C(N)=O,6,i,1,1,i,-2,3,-3,-4
CCSc1nc2ccccc2n1C(=O)/C=C/c1ccc(OC)c(OC)c1,6,i,-1,26,i,-7,-22,1,-6
COc1ccc(C(=O)N2CCN(c3ccccn3)CC2)cc1,20,i,0,-2,i,2,-1,-5,-4
O=c1[nH]cnc2c1ncn2C1OC(CO)C(O)C1O (stereo not drawn),4,i,-2,-7,i,4,-6,19,-3
CC[C@@]12C(=O)N(c3cccc(F)c3)C(=O)N1[C@H](c1cccc(C)c1)[C@@H]1C(=O)N(Cc3ccccc3)C(=O)[C@@H]12,7,i,4,-1,i,-1,1,-6,16
CCc1ccc(S(=O)(=O)NC(=S)Nc2ccccc2)cc1,-6,i,0,-13,i,4,0,20,-3
CN(C)c1cccc(C(=O)NCc2ccc(Cl)cc2)c1,14,i,2,1,i,-3,2,-1,-4
CC(C)CC(=O)N1CCN(S(=O)(=O)c2ccc(C3CCCCC3)cc2)CC1,-6,i,1,-6,i,5,-7,-31,45
O=C(CNC(=O)c1nc[nH]c1C(=O)N1CCN(c2ccccc2)CC1)OCc1ccccc1,5,i,6,-4,i,2,4,11,-8
O=C(Nc1ccc2nc3n(c(=O)c2c1)CCCCC3)c1cc([N+](=O)[O-])ccc1F,10,i,1,0,i,3,-22,-8,6
Clc1ccc(-c2nc(-c3cnccn3)no2)cc1,46*,i,-1,0,i,-4,3,18,-2
O=C(c1c(F)cccc1F)N1CCCC(c2nc(-c3ccc(Cl)cc3)no2)C1 (stereo not drawn),4,i,-1,5,i,3,2,-6,8
COc1ccc(-c2nnc(SCC(=O)Nc3cc(F)ccc3C)o2)cc1,-16,i,-2,-3,i,1,4,-21,12
O=C(CC(SCCO)c1ccc([N+](=O)[O-])cc1)c1ccco1 (stereo not drawn),-7,i,0,2,i,-3,-4,33,-4
CC(=O)c1nnn(-c2ccccc2C#N)c1C,3,i,3,3,i,1,1,-1,-4
C=CC[C@H](CC(=O)N[C@H](CO)Cc1ccccc1)C(=O)N[C@@H](COC(=O)[C@H](CC=C)CC(=O)OC(C)(C)C)Cc1c[nH]c2ccccc12,-2,i,3,0,i,-10,-1,-11,6
Cc1ccc2c(CC(=O)N3CCc4ccccc43)coc2c1,19,i,1,6,i,-11,0,-13,14
O=C(NNC(=O)C1CC=CCC1)c1ccccc1Br (stereo not drawn),-20,i,-4,1,i,-7,1,11,0
CC(=O)Nc1ccc(-c2nnc(SCc3c(C)cc(C)cc3C)n2C)cc1,9,i,-1,-4,i,-1,-4,-15,-7
